Bioassay records as filed in PubChem.
Growth percent in the NCI-60 one-dose screen (48 h, 10 µM unless noted): 100 = growth as untreated, 0 = no growth, -100 = all killed.
BT-549: BT-549 breast cancer; 4.4% of 78,000 active; AID 1794793
MCF7: MCF7 breast cancer; 6.3% of 82,000 active; AID 1794796
LOX IMVI: LOX IMVI melanoma | 7.4% of 79,000 active | AID 1794757
HS 578T: HS 578T breast cancer; 4.1% of 78,000 active; AID 1794788
MDA-MB-231: MDA-MB-231 breast cancer | 5% of 81,000 active | AID 1794789
SK-MEL-28: SK-MEL-28 melanoma. 4.1% of 81,000 active. AID 1794761
MDA-MB-468: MDA-MB-468 breast cancer; 8.5% of 78,000 active
T-47D: T-47D breast cancer | 5% of 79,000 active | AID 1794792
Starred values were filed as active, the others as inactive; . = not tested or not shown; & = joins results of further samples. The calls were made as follows: active = growth percent below 10; inactive = the rest.

canonical_smiles,BT-549,MCF7,LOX IMVI,HS 578T,MDA-MB-231,SK-MEL-28,MDA-MB-468,T-47D
CC(C(=O)c1c([O-])on[n+]1-c1ccccc1)n1ccnc1 (stereo not drawn),105,88,92,87,81,109,104,75
NC(N)=NCc1ccccc1,.,104,98,108,97,111,99,100
C[C@@H](COc1ccn(-c2ccc(F)cc2)c(=O)c1)Oc1ccccc1,95,96,105,114,101,105,94,98
S=c1[nH]c2ccccc2c2ccccc12,104,95,91,126,99,107,89,79
CCCC(C(C)=O)C(C)=O,112,97,99,106,107,106,105,107
c1cc[n+](C2c3ccccc3-c3ccccc32)cc1,86,98,97,94,95,106,62,67
Nc1nc(-c2cc(-c3cccs3)nc(N)n2)cc(-c2cccs2)n1,96,99,98,76,.,104,106,.
O=C(O)CC(=O)NC1c2ccccc2Oc2ccccc21,103,96,100,98,123,113,110,90
COc1cc(/C=C/C(=O)Nc2ccc3c(c2)/C(=C\c2cc(OC)c(OC)c(OC)c2)C(=O)N3)cc(OC)c1OC,63,46,61,71,59,90,57,46
CC(=O)c1cc(C(C)=O)cc(C(C)=O)c1,95,106,90,120,122,118,105,107
COC1=CC(c2ccc[nH]2)=N/C1=C\c1[nH]c(C)c(C(=O)Oc2ccccc2)c1C,-15*,-55*,-86*,-28*,-69*,-78*,-83*,-66*
COc1ccc(OC)c2c(-c3ccccc3)c3ccccc3c(-c3ccccc3)c12,.,84,88,92,85,104,95,71
O=C1CCN(Cc2ccc(Cl)cc2Cl)C(=O)N1,105,103,96,106,108,122,115,103
C[C@@H]1[C@@H]2[C@H]3CC[C@@H]4[C@@]5(C)C/C(=C/c6ccco6)C(=O)C(C)(C)[C@@H]5CC[C@@]4(C)[C@]3(C)CC[C@]23CO[C@]1(C)[C@@H](C(=O)/C=C\c1ccco1)C3,116,80,91,110,91,53,83,83
COc1cccc(-c2nc3sccn3c2-c2ccnc(NCCCNS(=O)(=O)c3ccc(F)cc3)n2)c1,30,40,14,57,53,38,48,-8.2*
COc1ccc(NC(=O)c2ccc(NC3=C(c4ccccc4)C(=O)N(C)C3=O)cc2)cc1,68,96,79,83,80,89,71,44
COc1ccc(CSC(=N)N)cc1OC,91,96,102,91,109,101,108,77
C/C=C(/C)C(=O)OC1C=C(CO)C(=O)C(OC(=O)/C(C)=C\C)C1C(C)C (stereo not drawn),-33*,-17*,-92*,29,-61*,-93*,-51*,.
O=C(NNC(=O)c1ccc(-n2cc(-c3ccccc3)nn2)cc1)Nc1ccccc1,98,99,97,92,108,109,109,102
CCN1CCN(CC(=O)Nc2nc3ccc([N+](=O)[O-])cc3s2)CC1,96,89,94,99,101,109,105,93
COc1c(Cl)cc(Cl)c2ccc(C=C3C(=O)N(C)C(=O)N(C)C3=O)nc12,90,95,101,104,107,109,107,100
CCOC(=O)N(CC)CC,109,91,.,90,108,100,89,95
Cc1cc2nc3c4ccccc4n(CCO)c3nc2cc1C,79,52,.,48,18,91,74,73
CCCCC(CCc1ccc([N+](=O)[O-])cc1)(C(C)=O)C(=O)OCC (stereo not drawn),117,91,96,92,98,100,84,90
O=C(NCc1ccccc1)C(c1ccc(O)cc1)N(C(=O)CCc1ccc(O)cc1)C1CC1 (stereo not drawn),113,101,96,97,96,.,106,89
COC(=O)c1cc(C(C)=O)n2c3ccccc3c3ccccc3c12,39,60,65,30,33,92,66,55
COc1ccc(CNNC(=O)CCc2ccccc2)c(OC)c1OC,99,101,100,100,129,109,108,98
O=C(O)c1ccc(N2C(=O)C=CC2=O)cc1O,110,94,103,128,108,104,121,100
O=[N+]([O-])c1ccc(Br)nc1,101,99,98,.,110,115,109,112
COc1cc(C2CC(c3ccc(C)cc3)=NN2C=O)ccc1Oc1nc2c(c(=O)n(C)c(=O)n2C)n1C (stereo not drawn),98,77,61,80,85,106,74,80
C/C=C(\C)C(=O)NC1=CC[C@@]2(C)C(=CCC3C2CC[C@@]2(C)C3CC[C@@H]2C(C)N(C)C)C1=O (stereo partly drawn),38,10,-53*,57,35,-67*,.,47
S=C(Cc1ccc(-c2ccccc2)cc1)N1CCOCC1,97,95,92,98,85,106,91,85
O=S(=O)(c1ccc(O)c(Cl)c1)c1ccc(O)c(Cl)c1,103,98,103,103,99,109,107,97
CC[C@@H](C)/C=C(C)/C=C/C(=O)c1c(O)c(-c2ccc(OC(=O)[C@@]34CC[C@@](C)(C(=O)O3)C4(C)C)cc2)c[nH]c1=O,109,68,83,75,107,106,104,94
Cc1ccc(NC(=O)N2CCN(C(c3ccc(F)cc3)c3ccc(F)cc3)CC2)cc1,88,65,79,81,57,90,83,45
O=C(O)c1cccc(-n2ncc(Cl)c(Cl)c2=O)c1,105,75,92,98,103,102,75,102
NC(N)=NS(=O)(=O)c1ccc(NCc2nc3ccccc3c(=O)[nH]2)cc1,104,101,100,102,110,112,99,94
CCCNS(=O)(=O)c1ccc(Cl)cc1,.,93,101,88,102,108,102,.
Cc1c2cnccc2c(C)c2c1c1cc(C3OCCCO3)ccc1n2C,-37*,0.9*,-24*,-3.3*,-26*,-30*,-34*,-4.6*
O=[N+]([O-])c1cc(Br)ccc1NS(=O)(=O)c1ccccc1,118,92&98,92&102,99&94,94&103,100&106,100&108,101&105
C=C(NC(C)=O)C(=O)O,99,102,94,101,101,98,95,87
Cc1cc(C)c2c(=O)[nH]c(=S)[nH]c2n1,103,92,101,103,100,99,104,85
Cc1ccc(N)c(Br)c1,.,102,98,101,114,101,105,108
COc1ccc(/C=C/c2nc3ccccc3c(=O)n2-c2ccc(C#Cc3ccccc3)cc2C)cc1,106,92,72,.,98,105,98,87
CCNC(=O)CSc1nc2ccccc2c(=O)n1-c1ccc(S(=O)(=O)Nc2ccc(Cl)nn2)cc1,123,99,102,114,106,105,107,100
CC1=C(C)C(=O)C(N2CCN(c3ccc(C)cc3)CC2)=C(Cl)C1=O,105,66,90,97,73,102,49,34
Cc1nnc(NS(=O)(=O)c2ccc(NC3=C(Cl)C(=O)c4ncccc4C3=O)cc2)s1,89,91,98,89,93,125,97,93
CCCC(C)NCCOC(=O)Nc1ccccc1 (stereo not drawn),110,103,95,.,106,103,102,103
CCCCCCCCCCC1CC(=O)OC1=O (stereo not drawn),101,81,94,100,115,104,112,99
COc1ccc(C(=O)Nc2ccc3nc(N4CCCCC4)cc(C)c3c2)cc1OC,91,80,.,78,48,95,74,95
O=S(=O)(/N=c1\c2ccccc2cnn1C1=NCCN1S(=O)(=O)c1ccc(Br)cc1)c1ccc(Br)cc1,103,99,96,106,113,.,103,101
O=c1[nH]c(=O)[nH]c(=S)[nH]1,103,98,98,99,102,102,96,99
COc1ccc(/C=C/C(=O)c2ccc(NC(=O)CSc3nnc(-c4cc(-c5ccc(S(C)(=O)=O)cc5)nc5ccccc45)n3-c3ccccc3)cc2)cc1,115,95,98,93,88,118,101,80
Cc1ccc2[nH]c(=O)cc(-n3nncc3COc3ccc(C=O)cc3)c2c1,91,96,100,97,101,113,114,98
Nc1nnc2cc(F)ccc2n1,81,96,96,97,102,108,122,96
COc1ccc(-c2nc3sc(-c4cc(OC)c(OC)c(OC)c4)nn3c2/C=C2/C(=O)Nc3ccc(F)cc32)cc1,42,.,18,30,-31*,-73*,-65*,-25*

Next entries
canonical_smiles,BT-549,MCF7,LOX IMVI,HS 578T,MDA-MB-231,SK-MEL-28,MDA-MB-468,T-47D
Cc1cccc2c(=O)c3c(sc12)c(Cl)nc1ccccc13,99,78,101,85,80,99,90,80
CCOC(=O)N/N=C/c1ccc(OC)c(OC)c1,106,99,102,.,106,107,98,105
COc1c(N2CC3CCCNC3C2)c(F)cc2c(=O)c(C(=O)N/N=C/c3ccc4c(c3)OCO4)cn(C3CC3)c12 (stereo not drawn),95,15,-64*,103,41,96,63,77
OCC(CO)(CO)COCC(CO)(CO)COCC(CO)(CO)CO,96,103,96,106,108,105,100,92
O=C(/C=C/c1cc2ccccc2[nH]c1=O)c1ccc(Nc2nccc(-c3ccc(Cl)cc3)n2)cc1,97,84,94,90,95,113,105,91
COc1cnc2c(c1)C(=O)c1c-2n(CCCN2CCN(CCO)CC2)c(=O)c2cc([N+](=O)[O-])ccc12,66,-6.4*,.,85,-36*,102,77,64
O=C1C(c2cccc3ccccc23)=C(c2c[nH]c3ccccc23)C(=O)N1CCO,115,71,93,102,84,110,106,83
O=C(/C=C/c1ccc(-c2ccccc2)cc1)c1nc2ccccc2n1Cc1ccc(F)cc1,28,15,.,.,.,28,26,18
C=COC=O,87,93,92,107,97,104,99,89
COc1ccc(Oc2ccc(C3CC(c4ccc(OC)c(OC)c4)=NN3)cc2)cc1 (stereo not drawn),69,71,77,93,74,90,21,42
CCSC(SCC)c1ccc(Cl)cc1,112,104,96,102,107,115,118,101
CCOC(=O)C1=C(Nc2ccccc2)CSC1,109,94,102,105,150,94,.,104
Clc1ccc(-c2nc3ccccc3n3cccc23)cc1,83,63,75,91,71,109,81,56
NS(=O)(=O)Cc1ccccc1,.,96,107,94,93,106,108,129
CCN(CC)S(=O)(=O)c1ccc(NC(=O)CSc2nnc(C)n2-c2ccccc2)cc1,117,113,102,96,108,108,91,106
NC(=O)N1N=C(c2ccc(Cl)cc2)CC1c1cn(-c2ccccc2)nc1-c1ccccc1 (stereo not drawn),99,74,104,90,83,111,135,70
COc1ccc(C2=NN(C=O)C(c3sc(N4CCOCC4)nc3Cl)C2)cc1 (stereo not drawn),97,98,100,116,103,103,94,92
COc1cc(O)cc(OC)c1CC(C)=O,114,93,99,103,116,117,101,103
CCOC(=O)Cc1ccc(CCCCc2ccc(CC(=O)OCC)cc2)cc1,.,99,99,98,106,110,102,92
CN1CC(c2ccc(Cl)cc2)C(C(=O)c2ccc(O)cc2)C12C(=O)c1ccccc1C2=O (stereo not drawn),113,119,96,101,84,119,120,93
O=c1[nH]c(-c2cn(-c3ccc(Cl)cc3)nn2)nc2ccccc12,80,100,91,37,75,58,77,54
CC1=C(C)C(=O)C(N2CCN(C3CCCCC3)CC2)=C(Cl)C1=O,116,79,94,98,105,109,78,92
COc1ccc(/C=N\NC(=O)c2cc(-c3ccc(Br)cc3)n(-c3ccc(S(N)(=O)=O)cc3)n2)cc1,76,18,45,22,70,47,-2.0*,31
NC(=S)NN=C1CCC2(CCCCC2)CC1,98,104,103,99,88,104,87,88
N#CC1C(C#N)C2c3ccccc3C=CN2C1C(=O)c1ccc(Br)cc1 (stereo not drawn),103,93,92,103,92,102,100,92
COC(=O)c1oc2c(C(C)=O)c(OCCN3CCCCC3)ccc2c1C,130,105,97,107,87,133,.,129
N/C(=N\c1nc2ccccc2s1)NC(=O)Nc1ccccc1Cl,19,21,36,30,42,47,17,37
Cc1ccnc(NC(=O)Cn2cc(COc3ncnc4sc5c(c34)CCCC5)nn2)c1,114,95,91,101,97,102,89,84
O=C(/C=C/c1coc(-c2ccc(Cl)cc2)n1)c1ccc(Cl)cc1,97,31,98,.,75,111,61,45
Nc1ccc(C(Cl)=C(Cl)Cl)cc1[N+](=O)[O-],92,107,91,49,96,98,101,83
O=C(CC[C@H]1Cc2ccccc2NC1=O)NCc1cn(-c2ccccc2)nc1-c1ccccc1,98,74,94,98,87,99,73,61
CN=C(NC)c1ccc(NC(=O)c2ccc(C(=O)Nc3ccc(C(=NC)NC)cc3)c(Cl)c2)cc1,101,78,113,86,114,133,.,96
CCCc1cc(=O)[nH]c(-n2nc(N)cc2N)n1,90,97,95,99,115,110,100,101
Cc1nn(-c2ccccc2)c(C)c1N=Nc1ccccc1,90,88,99,82,98,111,101,76
CC1CCC(C(C)C)C(OC(=O)c2ccc([N+](=O)[O-])cc2)C1 (stereo not drawn),107,91,99,98,97,101,95,88
C=C(C)C1CC=C(C)CC1 (stereo not drawn),106,96,98,110,114,98,116,108

A run of entries taken from the entries so far, as a working copy:
canonical_smiles,BT-549,MCF7,LOX IMVI,HS 578T,MDA-MB-231,SK-MEL-28,MDA-MB-468,T-47D
CC(=O)c1cc(C(C)=O)cc(C(C)=O)c1,95,106,90,120,122,118,105,107
COC1=CC(c2ccc[nH]2)=N/C1=C\c1[nH]c(C)c(C(=O)Oc2ccccc2)c1C,-15*,-55*,-86*,-28*,-69*,-78*,-83*,-66*
COc1ccc(OC)c2c(-c3ccccc3)c3ccccc3c(-c3ccccc3)c12,.,84,88,92,85,104,95,71
O=C1CCN(Cc2ccc(Cl)cc2Cl)C(=O)N1,105,103,96,106,108,122,115,103
C[C@@H]1[C@@H]2[C@H]3CC[C@@H]4[C@@]5(C)C/C(=C/c6ccco6)C(=O)C(C)(C)[C@@H]5CC[C@@]4(C)[C@]3(C)CC[C@]23CO[C@]1(C)[C@@H](C(=O)/C=C\c1ccco1)C3,116,80,91,110,91,53,83,83
COc1cccc(-c2nc3sccn3c2-c2ccnc(NCCCNS(=O)(=O)c3ccc(F)cc3)n2)c1,30,40,14,57,53,38,48,-8.2*
COc1ccc(NC(=O)c2ccc(NC3=C(c4ccccc4)C(=O)N(C)C3=O)cc2)cc1,68,96,79,83,80,89,71,44
COc1ccc(CSC(=N)N)cc1OC,91,96,102,91,109,101,108,77
C/C=C(/C)C(=O)OC1C=C(CO)C(=O)C(OC(=O)/C(C)=C\C)C1C(C)C (stereo not drawn),-33*,-17*,-92*,29,-61*,-93*,-51*,.
O=C(NNC(=O)c1ccc(-n2cc(-c3ccccc3)nn2)cc1)Nc1ccccc1,98,99,97,92,108,109,109,102
CCN1CCN(CC(=O)Nc2nc3ccc([N+](=O)[O-])cc3s2)CC1,96,89,94,99,101,109,105,93
